High-throughput results deposited in PubChem BioAssay by several laboratories.
Runt-CBFb FRET: inhibitors of RUNX1 Runt–CBFb binding, primary screen, biochemical, FRET, Cerulean-Runt, Venus-CBFb, uHTS; Cerulean-Runt/Venus-CBFb FRET ratio 530/480, 1 h; inhibition, % at 20 µM; Runt-related transcription factor 1 (Homo sapiens) + Core-binding factor subunit beta …; AID 1496, 2009; 220,000 tested, 0.46% active;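 active means inhibition over about 50% at 20 µM in the single-dose screen, limit read from the data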;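 further: 0% = DMSO wells and 100% = excess unlabeled CBFb competitor control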
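Assay system: Cerulean-tagged RUNX1 Runt domain (FRET donor) fusion protein / Amount: 100 nM each of Venus-CBFb and Cerulean-Runt domain / Medium: Tris buffer pH 7.5 with salts and BSA / Also added: Venus-CBFb 100 nM / Schedule: 1 h complex formation plus 1 h compound treatment, room temperature / Signal: FRET fluorescence / Read-out: loss of energy transfer signal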
p97 ATPase inh: inhibitors of human p97 ATPase, primary screen, biochemical | recombinant p97 ATPase, Kinase-Glo ATP luminescence, 3 h | inhibition, % at 8 µM | Transitional endoplasmic reticulum ATPase (Homo sapiens), P55072 | AID 1481, 2009 | 220,000 tested, 0.42% active; in the data active means inhibition above about 15%;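 further: 0% = DMSO vehicle and 100% = wells lacking enzyme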
Target sequence (P55072 whole entry, looked up): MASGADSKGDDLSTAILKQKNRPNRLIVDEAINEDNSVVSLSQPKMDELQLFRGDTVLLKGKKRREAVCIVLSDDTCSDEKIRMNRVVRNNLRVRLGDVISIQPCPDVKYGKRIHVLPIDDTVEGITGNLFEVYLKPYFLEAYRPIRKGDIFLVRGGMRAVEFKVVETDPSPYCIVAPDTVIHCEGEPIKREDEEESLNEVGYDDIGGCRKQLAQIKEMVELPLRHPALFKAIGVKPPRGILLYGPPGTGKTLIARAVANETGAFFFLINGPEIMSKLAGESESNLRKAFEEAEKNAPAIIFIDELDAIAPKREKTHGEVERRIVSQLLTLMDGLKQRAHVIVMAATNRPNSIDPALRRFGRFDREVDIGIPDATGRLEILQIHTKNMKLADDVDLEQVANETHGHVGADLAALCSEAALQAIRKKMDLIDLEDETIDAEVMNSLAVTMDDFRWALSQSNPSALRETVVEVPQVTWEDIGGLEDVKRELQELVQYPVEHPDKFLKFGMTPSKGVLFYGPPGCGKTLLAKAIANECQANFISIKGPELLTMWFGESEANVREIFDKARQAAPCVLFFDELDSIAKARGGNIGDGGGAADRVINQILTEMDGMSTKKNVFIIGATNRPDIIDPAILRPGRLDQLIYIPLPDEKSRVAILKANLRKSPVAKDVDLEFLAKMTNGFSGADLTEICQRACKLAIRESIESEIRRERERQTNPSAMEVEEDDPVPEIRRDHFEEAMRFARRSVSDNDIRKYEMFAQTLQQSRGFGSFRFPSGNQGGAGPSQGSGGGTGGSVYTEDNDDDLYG
Runt-SMMHC FRET: inhibitors of RUNX1 Runt–CBFb-SMMHC binding, primary screen, biochemical, FRET, Cerulean-Runt, Venus-CBFb-SMMHC, uHTS; 220,000 tested, 0.74% active; inhibition, % at 20 µM; AID 1434, 2008; Cerulean-Runt/Venus-CBFb-SMMHC FRET ratio 530/480, 1 h;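 active means mean inhibition across duplicate retests at 20 µM reaching about 50%, limit read from the data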;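 further: 0% = DMSO wells and 100% = wells with excess untagged CBFb-SMMHC; inhibitors lower the FRET ratio by blocking Runt binding to CBFb-SMMHC; some results filed as inactive read as strong as hits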
Calpain2 inh: inhibitors of pig calpain II, primary screen, biochemical, fluorogenic peptide substrate, 1536-well; purified calpain II, 30 min; inhibition, % at 16 µM; 220,000 tested, 0.37% active;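 active means inhibition above about 50%, limit read from the data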
p47phox inh: p47phox/p22phox peptide binding inhibitors, primary screen, biochemical, uHTS, NADPH oxidase regulatory subunit. Neutrophil cytosol factor 1 (Homo sapiens), P14598. fluorescence polarization, 2 h. inhibition, % at 24.7 µM. 220,000 tested, 0.53% active. AID 1274, 2008;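 active means inhibition above about 30%, limit read from the data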;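 further: 0% = p47phox with labelled peptide and 100% = labelled peptide alone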
EBV gp42 block: Epstein-Barr virus gp42 inhibitors, primary screen, biochemical, uHTS, fluorescence polarization | AID 1085, 2008 | 220,000 tested, 0.42% active | Glycoprotein 42 (Epstein-Barr virus (strain AG876)), Q1HVG2 | Fluorescence polarization binding assay, mP read-out | inhibition, % (tested at 21.74 µM); in the data active means inhibition above about 50%
RBBP9 inh: human RBBP9 inhibitors, primary screen, biochemical, fluorescence polarization, FP-Rh probe, HTS; Serine hydrolase RBBP9 (Homo sapiens), O75884; recombinant RBBP9; AID 1515, 2009; 220,000 tested, 0.2% active; inhibition, % at 7.94 µM;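 active means inhibition above the campaign mean of all tested compounds plus 3 SD, cut at about 14% in these data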;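 further: plate controls were DMSO wells with RBBP9 for no effect and wells lacking RBBP9 protein for full effect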
Target sequence (O75884 whole entry, looked up): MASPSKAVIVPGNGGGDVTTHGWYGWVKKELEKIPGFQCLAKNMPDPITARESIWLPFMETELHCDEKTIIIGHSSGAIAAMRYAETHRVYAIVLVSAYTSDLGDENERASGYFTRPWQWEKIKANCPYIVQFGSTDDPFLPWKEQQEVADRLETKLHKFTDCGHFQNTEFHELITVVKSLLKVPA
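Controls: DMSO-treated enzyme wells and wells lacking RBBP9 | Material: RBBP9 protein | Technique: Fluorescence polarization | Replication: Single well per compound, no replicates | Buffer or medium: Tris-NaCl-Pluronic buffer, pH 8.0 | Timing: 30 min compound preincubation, 45 min probe labeling, 25 °C | Read-out basis: Percent inhibition from mP, scaled between DMSO and no-protein wells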
Furin inhibitor: human furin inhibitors, primary screen, biochemical, fluorescence intensity; P09958; purified furin, fluorogenic substrate cleavage; inhibition, % at 30 µM; 220,000 tested, 0.061% active; AID 463115, 2010; in the data active means inhibition above about 25%; further: inactives centre near -15
Tb hexokinase: Trypanosoma brucei hexokinase 1 inhibitors, primary screen, biochemical, G6PDH-coupled NADH absorbance, MLSCN library | hexokinase 1 [Trypanosoma brucei] | recombinant TbHK1, G6PDH-coupled NADH A340 | inhibition, % at 10 µM | 220,000 tested, 0.11% active | AID 1430, 2008;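 active means inhibition of 50% or more in the single-dose primary screen; inactive means inhibition below 50%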
* hit, by the source's call; / = no result given; [ ] = another dose, or the depositor's remark. This is a random part of the collection; any-hit rate near 2.7%.

SMILES	Runt-CBFb FRET	p97 ATPase inh	Runt-SMMHC FRET	Calpain2 inh	p47phox inh	EBV gp42 block	RBBP9 inh	Furin inhibitor	Tb hexokinase
O=C(N/N=C1\CCCc2ccccc21)c1cccc([N+](=O)[O-])c1	0	2	2	1	-5	-18	-6	-11[20 µM]	-10
COc1ccc(NC(C)=O)cc1S(=O)(=O)Nc1ccc(C(=O)N2CCCC2)cc1	4	6	-7	14	-1	-6	-2	-12	-5
O=C(COC(=O)C1CCN(S(=O)(=O)c2ccccc2)CC1)NC(=O)c1ccc(OC(F)F)cc1	-1	-1	-4	-28	-11	-9	-13	-18	35
Cn1ncc2c(Nc3ccc4ccccc4c3)ncnc21	-4	4	4	24	-6	-3	-8	-25	-11
CCn1c(COc2ccccc2)nnc1SCC(=O)Nc1cc(OC)ccc1OC	19	1	5	10	5	-2	3	-16	1
CC(C)N(Cc1cn(C)nc1-c1cccc(Cl)c1)Cc1nccn1C	-2	-4	1	-5	-2	-6	1	-28	1
CS(=O)(=O)NCCNc1cc(Cl)ccc1[N+](=O)[O-]	-2	3	-5	-18	0	-13	-4	-16	-8
COc1ccc(C)cc1S(=O)(=O)NC1CCCC1	-1	-9	0	12	-8	1	-5	-16[20 µM]	1
CCOC(=O)c1nn(-c2ccc(C)cc2)c(=O)c2c(N)scc12	26	-1	17	-16	-26	-6	3	-16[20 µM]	3
Cc1ccc(OCCCCN(C)Cc2ccccc2)c(Br)c1	-1	2	3	-5	-7	15	-4	-24	31
CCCCCCSC1=C(C#N)C(c2ccc(O)cc2)CC(=O)N1 (centres undefined)	-2	4	1	33	5	-10	-13	-6	2
Cc1cccc(N2C(=O)CC(NNc3nc4ccccc4s3)C2=O)c1 (centres undefined)	-26	5	0	-5	1	-9	-2	-24	-1
COc1ccccc1NC(=O)C(=O)NNC(=O)c1ccco1	0	9	10	-3	0	-10	-8	-16[20 µM]	-27
Cc1cc(C(=O)COC(=O)CNC(=O)c2ccc(Cl)c(Cl)c2)c(C)n1Cc1ccco1	1	7	-3	-6	-11	-20	4	-14	3
O=C(Cn1cc(C(F)(F)F)ccc1=O)Nc1ccc(N2CCOCC2)cc1	-1	1	-7	-13	-1	-11	-3	-11	-5
O=C(Nc1ccc(C(=O)N2CCOCC2)cc1)Nc1ccc(Cl)cc1Cl	-2	3	-2	-26	-3	-2	0	-11	-3
O=C(C1CC1)N(Cc1nc2ccccc2c(=O)[nH]1)Cc1cccs1	1	3	2	-12	-1	-6	-6	-10	-6
S=C(Nc1ccc(Cl)c(Cl)c1)NN1CCOCC1	0	8	3	-11	-6	4	-9	-24	-3
Cc1nc(N)nc(Cl)c1Cc1ccc(Cl)cc1	0	-3	1	-2	5	4	1	-15	1
Cc1ccc(CN2CCN(Cc3cccc(C)n3)CC2CCO)cc1 (centres undefined)	/	1	/	-18	3	-1	3	-2	-5
Fc1ccccc1CNCCC(Cc1ccccc1)c1ccc2c(c1)OCO2 (centres undefined)	-1	-1	3	19	1	-4	5	-17	9
COc1ccccc1CN(CC(=O)NCc1ccc2c(c1)OCO2)C(=O)c1ccc2c(c1)OCCO2	0	-1	5	27	0	2	1	-14[20 µM]	2
COC(=O)c1cc(=O)nc2sc(-c3ccc(F)cc3)nn12	52*	0	5	29	0	-26	-4	-21	-2
C[C@@H](C(=O)NCc1ccccc1)[C@H]1C[C@]1(C)[C@H](NC(=O)OCc1ccccc1)c1ccccc1	-2	5	1	-2	-5	6	-5	-6	-1
COc1ccc2c(c1)C1C=CCC1C(c1cc3c(cc1Br)OCO3)N2 (centres undefined)	-7	3	-44	-46	-5	7	-4	-18[20 µM]	-1
CCOc1cc(NS(C)(=O)=O)c(OCC)cc1NC(=O)c1cccs1	-2	2	0	-6	-12	-8	-3	-5	-11
Cc1cccc(C)c1OCC(=O)Nc1cccc(NC(=O)c2ccco2)c1	-2	-4	3	2	-29	-9	-6	-7[20 µM]	-3
O=C(c1ccc(N2CCCCC2)c([N+](=O)[O-])c1)N1CCOCC1	-2	1	0	22	17	-16	-11	-12	-2
CN(C)C=NC(=O)c1cc(C(=O)c2ccc(C(C)(C)C)cc2)c[nH]1	0	-4	2	28	3	6	-12	-6	0
Cc1ccc(S(=O)(=O)N2CCC(C(=O)N[C@@H](Cc3ccccc3)C(=O)O)CC2)cc1	-1	3	-3	12	-17	-6	1	-24[20 µM]	4
CC(=O)c1ccc(Nc2c3c(nc4ccccc24)CCCC3)cc1	2	6	-2	0	-5	86*	4	-16	-46
CCCCn1c(SCC(=O)N2CCCC2)nc2c1c(=O)n(C)c(=O)n2C	-1	-8	-6	-18	-8	-7	6	-6	3
COc1ccc(C2(CCN=Cc3ccc(N(C)C)cc3)CCOC(C)(C)C2)cc1 (centres undefined)	0	1	1	26	-8	-25	-9	-4	-57
O=C(O)c1cccc2c(/C=N/Nc3ccccn3)c[nH]c12	5	5	3	-4	-10	-5	4	3	-56
COc1cc(OC)cc(C(=O)Nn2cnnc2)c1	-1	6	0	-21	-4	-8	-1	-28	-3
N/C(=N\NS(=O)(=O)c1ccccc1C(F)(F)F)c1ccccn1	2	8	0	-7	-2	-11	-8	-16	-18
Cc1noc(NS(=O)(=O)c2ccc(NC(=O)COc3ccccc3)cc2)c1C	-1	-1	1	-2	-9	-13	1	-24[20 µM]	-10
Cc1ccccc1NC(=O)CCC(=O)N/N=C/c1c[nH]c2ccccc12	/	4	3	12	-1	4	-1	-25	-7
CCN1CCN(C(=O)CN(c2cccc(Br)c2)S(=O)(=O)c2ccccc2)CC1	-1	1	3	3	-3	-21	-3	-12	5
COc1ccc(C2CC(=O)c3cnc(NC(=O)c4ccccc4)nc3C2)cc1OC (centres undefined)	1	2	5	-28	-1	-17	2	-18	-7
COc1ccc(NC(=O)C2CCCN(S(=O)(=O)c3cccc4nonc34)C2)cc1OC (centres undefined)	-2	3	2	-22	-6	2	0	-32	-7
Cc1ccc(NS(=O)(=O)c2cc(NC(=O)c3ccc4c(c3)NC(=O)CS4)ccc2C)c(C)c1	50	1	28	-64	-16	-16	7	-2	11
Cc1cccc(NC2(C(F)(F)F)N=C(c3ccccc3)NC2=O)n1 (centres undefined)	-1	3	-2	4	-6	-5	2	-19[20 µM]	3
Cc1ccc(C(=O)c2coc3ccc(O)c(Cl)c23)cc1	5	2	0	-22	6	-14	0	-14[20 µM]	-1
CCc1ccc(-c2csc(NC(=O)Oc3ccccc3)n2)cc1	2	0	3	5	30*	-15	5	-10	-3
O=C(CSCc1c(Cl)cccc1Cl)Nc1nccs1	0	-1	3	-14	-20	-5	-10	-23[20 µM]	-1
CCOC(=O)c1oc2ccccc2c1N	0	-1	0	-47	-5	-10	-1	-17[20 µM]	-14
O=C(Nc1ccc(OCC(F)(F)C(F)F)cc1)c1ccncc1	-2	1	0	-23	-10	-7	-3	-18	1
CCCCCCN1C=CC=C/C1=C/C=C(C#N)C#N	-18	0	-49	1	-14	-28	-1	30*	2
CSc1nc(N(C)CCO)c2sc3nc(-c4ccco4)c4c(c3c2n1)CCC4	-11	5	-80	-118	-21	87*	-5	17	10
CCc1ccccc1NC(=O)c1cccc(Oc2ccc([N+](=O)[O-])cc2Cl)c1	1	6	-1	21	-17	2	-5	-18	6
CC1CCC2C(=O)N(c3ccccc3OC(=O)c3ccccc3)C(=O)C2C1 (centres undefined)	-3	1	1	1	1	5	6	-16[20 µM]	1
Cc1nc(Nc2ccc3c(c2)OCO3)c2oc3ccccc3c2n1	-2	2	-6	0	-22	-24	-2	-4	-29
CCCCCCCCc1nnc(N)s1	-2	5	0	-9	-8	-14	-8	-29	-2
O=C(COC(=O)CN1C(=O)C2CC=CCC2C1=O)Nc1cc(C(F)(F)F)ccc1N1CCOCC1 (centres undefined)	-2	-8	0	-13	-1	-7	0	3	8
CCC(=O)N1CCc2cc(S(=O)(=O)NC(C(=O)Nc3cccc(C)n3)C(C)C)ccc21 (centres undefined)	-3	-1	-7	10	-12	-13	-5	-19	3
Cc1cc(C)cc(OCC(=O)N/N=C/c2ccccn2)c1	2	4	2	-6	-18	2	-1	-31	-6
CN(C)c1ccc(NC(=O)Oc2ccccc2)cc1	8	4	0	31	-7	-31	7	-13[20 µM]	0
COc1ccc(C(CC(=O)O)NC(=O)c2ccco2)cc1OC (centres undefined)	0	4	1	5	-3	-22	-5	-12	-6
O=C(Nc1nnc(C(F)(F)F)s1)C1COc2ccccc2O1 (centres undefined)	1	-6	-3	-50	-8	4	-2	-12[20 µM]	29

(continued)
SMILES	Runt-CBFb FRET	p97 ATPase inh	Runt-SMMHC FRET	Calpain2 inh	p47phox inh	EBV gp42 block	RBBP9 inh	Furin inhibitor	Tb hexokinase
CNC(=O)Nc1ccccc1NC(=O)NC	0	3	-1	-7	-10	-6	-2	-22[20 µM]	2
CN(C(=O)c1cccn(Cc2ccccc2)c1=O)c1ccccc1	0	0	-1	-5	-9	-4	-4	-8	-4
CC(=O)Cc1nsc(NC(=O)c2ccccc2Cl)n1	1	-2	2	-1	3	-8	-9	-14	-1
CC1Cc2nc(SCC(=O)N3CCOCC3)n(-c3ccccc3)c(=O)c2S1 (centres undefined)	0	1	2	-11	-4	-13	-3	-2	-16
O=C(NCc1ccccc1)C1=C[C@@H](c2ccc(C(F)(F)F)cc2)C[C@@H](OCc2ccc(CO)cc2)O1	-1	5	2	11	-36	-11	-13	2	-10
O=C(O)COc1ccccc1/C=N/NC(=O)c1cc(-c2ccccc2)nc2ccccc12	1	6	-5	-6	-21	-15	6	-7	-43
COc1ccccc1CNC(=O)C1CCN(S(=O)(=O)c2cccc3cccnc23)CC1	0	7	-1	-8	-15	-14	-2	-22	-8
